High-throughput results deposited in PubChem BioAssay by National Center for Advancing Translational Sciences (NCATS).
BRCA1 expr act = BRCA1 expression activation; 380,000 tested, 1.1% active; Potency, µM (titrated, usually from 46.1 µM), inactives show at the top dose activation, usual class: activators; MCF7-BRCA1-FFLuc reporter, luminescence, 48 h; response scale: scaled: vehicle 0%, 10 µM genistein 100%; further: potency means the concentration at half of the fitted maximal effect; nearly all actives have a fitted effect of over 80% in size; some results filed as inactive show a strong effect at the top dose
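Cells: MCF7-BRCA1-FFLuc, 2000/well. Exposure: 48 h, 37 °C, 5% CO2. Read: luminescence, 15 min post-substrate. Controls: genistein 10 microM (maximal activation), DMSO (neutral).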
Gal4-VP16 FLuc = Gal4-VP16 reporter inhibition counter-screen. Drosophila S2 Gal4-VP16 UAS-luciferase, luminescence, 20 h. Potency, µM (titrated, usually from 53.6 µM), for the others: at the highest dose activity, negative = inhibition, usual class: inhibitors. 310,000 tested, 3.5% active. AID 2546;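 further: Gal4-VP16 expression switched on by copper sulfate through the metallothionein promoter; potency means the concentration at half of the fitted maximal effect; on the % scale 0 is the no-effect control and ±100 the full control effect; nearly all actives have a fitted effect of over 50% in size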
RORgamma inh = ROR gamma (mouse) transcription inhibition. 310,000 tested, 5.4% active. Drosophila S2 Gal4-RORgamma UAS-luciferase reporter, 20 h. Potency, µM (highest dose often 53.6 µM), for the others: at the highest dose activity change, negative = inhibition, usual class: inhibitors. P51450; further: potency means the concentration at half of the fitted maximal effect; on the % scale 0 is the no-effect control and ±100 the full control effect; nearly all actives have a fitted effect of over 60% in size
Target sequence (P51450 whole entry, looked up, the tested form may be a part): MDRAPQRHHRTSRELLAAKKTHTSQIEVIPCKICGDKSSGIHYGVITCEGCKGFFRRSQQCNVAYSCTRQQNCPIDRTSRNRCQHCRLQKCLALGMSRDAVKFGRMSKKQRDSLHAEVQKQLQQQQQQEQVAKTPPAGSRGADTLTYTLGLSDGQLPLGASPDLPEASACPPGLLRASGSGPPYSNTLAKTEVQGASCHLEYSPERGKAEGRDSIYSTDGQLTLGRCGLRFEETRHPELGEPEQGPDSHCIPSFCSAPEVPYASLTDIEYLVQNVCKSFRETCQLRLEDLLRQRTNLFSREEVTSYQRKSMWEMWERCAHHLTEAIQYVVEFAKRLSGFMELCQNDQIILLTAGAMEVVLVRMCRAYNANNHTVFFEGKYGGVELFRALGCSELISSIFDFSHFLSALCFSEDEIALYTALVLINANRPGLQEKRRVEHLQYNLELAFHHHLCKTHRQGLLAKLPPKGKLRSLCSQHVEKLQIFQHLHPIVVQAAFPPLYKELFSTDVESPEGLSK
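Schneider cells (Drosophila), stable Gal4 DBD–ROR gamma + UAS-luc; 1 hr cmpd preincubation; Cu2+ induction 700 uM final; 20 hr ambient; luminescence.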
ELG1 DNA repair = inhibitors of ELG1-dependent DNA repair in HEK293T cells | HEK293T ELG1-luciferase reporter, luminescence, 16 h; DNA damage induced by 5-fluorouridine | Potency, µM (series often up to 46.1 µM), for inactives: at the highest dose activity change, negative = inhibition, usual class: inhibitors | 330,000 tested, 2.3% active; further: potency means the concentration at half of the fitted maximal effect; on the % scale 0 is the no-effect control and ±100 the full control effect; nearly all actives have a fitted effect of over 55% in size
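Reporter activity after DNA damage by 5-fluorouridine is monitored. Compound-treated cells incubate 16 hr at 37 °C, then ONE-Glo is added for 30 min before luminescence reading.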
FLuc counter = firefly luciferase modulation, counter-screen for miR-21 project. P08659. AID 588342. Potency, µM (series often up to 57.5 µM), for inactives: top-dose activity change, negative = inhibition, usual class: inhibitors. purified FLuc, Km substrates, luminescence inhibition. 360,000 tested, 6.9% active;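 further: potency means the concentration at half of the fitted maximal effect; plate controls were vehicle for no effect and reference inhibitor for full effect; nearly all actives have a fitted effect of over 55% in size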
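Biochemical qHTS of compounds, final roughly 60 µM downward over six points, against 10 nM purified firefly luciferase using Km concentrations of substrates (10 uM D-luciferin, 10 uM ATP) in Tris acetate pH 7.5 buffer; luminescence output.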
TRPV1 ag = human TRPV1 agonism | Q8NER1 | TRPV1-expressing cells, Fluo-8 calcium influx, agonist mode | activation, % at 8.33 µM | 320,000 tested, 0.19% active; in the data active means activation above about 80%; inconclusive means between about 30% and that limit; further: 0% is about no effect
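Cells expressing TRPV1 were dye-loaded with Fluo-8 and read kinetically: 10 s baseline, 3 min after compound (agonist portion), then 2 min after EC20 capsaicin (allosteric enhancer portion). Calcium-bound dye fluorescence at 480/520 nm.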
NPC1 prom act = NPC1 promoter activation | 320,000 tested, 2.4% active | Potency, µM (doses to about 9.22 µM), inactives show at the top dose activation, usual class: activators | Huh7 NPC1 promoter luciferase reporter, 24 h;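 further: potency means the concentration at half of the fitted maximal effect; % of control where 0% means no effect; nearly all actives have a fitted effect of over 60% in size; reporter is driven by a mutant NPC1 promoter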
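Huh7 reporter cells (NPC1 promoter driving luciferase) are dosed with compound for 24 h at 37 °C, 5% CO2; luciferase detection reagent is then added and luminescence measured after 10 min at ambient temperature.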
Rab9 promoter act = activators of Rab9 promoter; Huh7 Rab9 promoter-luciferase reporter, luminescence, 24 h; Potency, µM (top dose mostly 9.22 µM), for the others: at the highest dose activation, negative = inhibition, most hits filed as activators; 320,000 tested, 2.8% active; further: potency means the concentration at half of the fitted maximal effect; % of control where 0% means no effect; nearly all actives have a fitted effect of over 60% in size
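Huh7 reporter line, Rab9 promoter upstream of luciferase. Compound exposure 24 h at 37 °C in reduced-serum medium with 10% FBS. Read-out: luminescence.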
ELG1 genotoxic = induces genotoxicity in HEK293T cells with luciferase-tagged ELG1; HEK293T ELG1-luciferase reporter, luminescence, 16 h; Potency, µM (highest dose often 46 µM), for inactives: at the top dose activity change, positive = activation, hits mostly activators; 330,000 tested, 1.3% active; further: potency means the concentration at half of the fitted maximal effect; % of control where 0% means no effect; nearly all actives have a fitted effect of over 60% in size
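Reporter readout depends on ELG1 protein level, which increases with genetic stress. After 16 hr compound exposure at 37 °C, luciferase activity was quantified using ONE-Glo.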
Tb PFK block = blocks T. brucei phosphofructokinase | O15648 | T. brucei PFK, ADP-Glo luminescence | Potency, µM (titrated, usually from 57.5 µM), for inactives: at the top dose activity, negative = inhibition, most hits filed as inhibitors | 330,000 tested, 0.17% active | AID 485367;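 further: potency means the concentration at half of the fitted maximal effect; 0% = uninhibited 1x PFK enzyme wells and -100% = no-enzyme wells; nearly all actives have a fitted effect of over 60% in size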
Target sequence (O15648 whole entry, looked up): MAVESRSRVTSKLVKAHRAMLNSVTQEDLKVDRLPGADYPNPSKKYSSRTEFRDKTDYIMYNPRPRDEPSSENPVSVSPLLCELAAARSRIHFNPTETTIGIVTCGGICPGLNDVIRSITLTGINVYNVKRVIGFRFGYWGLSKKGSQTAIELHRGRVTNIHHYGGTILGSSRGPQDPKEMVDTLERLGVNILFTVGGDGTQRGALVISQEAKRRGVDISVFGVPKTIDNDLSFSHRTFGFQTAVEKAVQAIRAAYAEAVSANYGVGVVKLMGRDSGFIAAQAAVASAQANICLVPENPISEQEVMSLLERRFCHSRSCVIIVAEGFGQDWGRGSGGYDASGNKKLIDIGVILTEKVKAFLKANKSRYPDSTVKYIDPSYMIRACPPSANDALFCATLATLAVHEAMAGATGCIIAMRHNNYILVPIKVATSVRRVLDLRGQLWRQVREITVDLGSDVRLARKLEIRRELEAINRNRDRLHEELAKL
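In TEA buffer at pH 8.0 with 5 mM MgCl2, enzyme (1.25 nM) converted F6P (0.5 mM) and ATP (0.1 mM) for 45 min at room temperature. ADP product was read by luciferase luminescence.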
p53 reactivator = mutant p53 re-activation in reporter cells | H1299 p53-A138V BP100-luciferase reporter, luminescence, 24 h | Potency, µM (highest dose often 92.2 µM), for inactives: at the top dose activity change, positive = activation, actives largely listed as activators | 320,000 tested, 0.063% active; further: potency means the concentration at half of the fitted maximal effect; % of control where 0% means no effect; nearly all actives have a fitted effect of over 45% in size
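p53-null H1299 cells stably carrying temperature-sensitive p53-A138V and a BP100-luciferase reporter were pinned with compounds (4-point, 1:5 series) and held 24 hrs at 37 deg C. Luminescence was read 10 min after detection reagent.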
The depositor's hits bear a star; ? = inconclusive; . = not tested or not shown; & = joins results of further samples; [ ] = remark or other dose. Unless noted, the call rests on the fitted dose curve; in most records, active means well fitted curve in the direction sought with a large enough effect; inconclusive means small, poorly fitted or top-dose-only effect, or another doubt; inactive means no such curve, though single readings can be large; an effect the other way counts as inactive or inconclusive.

(1) CC1=C(C(=O)OC2CCCCC2)C(c2ccc(O)cc2)NC(=O)N1 (centres undefined)
(2) COC(=O)CSc1nc(SCc2ccccc2Cl)nc2c1CCCC2
(3) N/N=C(\c1ccccc1)c1cc(Cl)ccc1N
(4) CC(C)n1cnc2c(NCc3ccccc3)cc(OCC3CCN(C)CC3)cc21
(5) CC(CN1CCCCC1)C(=O)NN (centres undefined)
(6) COc1ccc(N2CCN(CC(O)c3c[nH]c4ccc(OC)cc34)CC2C)cc1 (centres undefined)
(7) COc1ccc(C(=O)Nc2ccc(C3=NNC(=O)CC3C)cc2NC(=O)c2ccc(OC)cc2)cc1 (centres undefined)
(8) CC(=O)Oc1ccc(N(C(C)=O)S(=O)(=O)c2ccc(C)cc2C)c2ccccc12
Compound,1,2,3,4,5,6,7,8
BRCA1 expr act,0%,-25%,-16%,-3%,1%,-35%,-57%,-58%
Gal4-VP16 FLuc,-11%,-5%[0.365 µM],-1%,.,5%,?,?,?
RORgamma inh,33%,3%,-1%,.,-41%,-5%,36%,?
ELG1 DNA repair,-7%,0%,-6%,-17%,7%,23µM*,16µM*,?
FLuc counter,-1%,5%,-1%,.,0%,0%,-2%,-2%
TRPV1 ag,1,7,11,.,1,?,84*,8
NPC1 prom act,-3%,0%,1%,.,-1%,0%,-6%,-1%
Rab9 promoter act,1%,-2%,4%,.,2%,-3%,3%,10%
ELG1 genotoxic,3%,-5%,-1%,-8%,1%,-3%,-13%,-11%
Tb PFK block,1%,-4%,0%,11%,0%,0%,0%,-2%
p53 reactivator,18%,-1%,8%,-12%,-1%,-6%,-7%,.

Filtered by structure, the compounds so far containing a Cl atom (two)
(2) COC(=O)CSc1nc(SCc2ccccc2Cl)nc2c1CCCC2
(3) N/N=C(\c1ccccc1)c1cc(Cl)ccc1N
Compound,2,3
BRCA1 expr act,-25%,-16%
Gal4-VP16 FLuc,-5%[0.365 µM],-1%
RORgamma inh,3%,-1%
ELG1 DNA repair,0%,-6%
FLuc counter,5%,-1%
TRPV1 ag,7,11
NPC1 prom act,0%,1%
Rab9 promoter act,-2%,4%
ELG1 genotoxic,-5%,-1%
Tb PFK block,-4%,0%
p53 reactivator,-1%,8%

Carrying on:
(9) CN(CC(=O)NCc1cccc(F)c1)C(=O)c1ccco1
(10) O=C1N=NC2=C1c1c3ccccc3c(O)n1CC2
(11) O=C(Cn1cnc2ccccc21)N/N=C/c1ccc([N+](=O)[O-])cc1
(12) Cc1cc2nnc(SCCCCN3C(=O)c4ccccc4C3=O)n2c2ccccc12
(13) Cc1ccc(Nc2cc(C)c3c(O)cccc3n2)cc1C
(14) O=C1NC[C@H](Cc2ccccc2)N(CCc2cccc(F)c2)C1=O
(15) CCOc1ccc(CCNC(=O)C(CCC(N)=O)NC(=O)OCc2ccccc2)cc1OCC (centres undefined)
(16) CC(C)[C@H](NC(=O)c1ccccc1F)C(=O)OCC(=O)NC(=O)NC1CCCCC1
Compound,9,10,11,12,13,14,15,16
BRCA1 expr act,2%,-16%,-33%,.,5.6µM*,7%,-5%,-8%
Gal4-VP16 FLuc,4%,3%,-8%,-14%,10µM*,1%,2%,.
RORgamma inh,8%,24%,-1%,-18%,?,7%,45%,.
ELG1 DNA repair,-5%,-8%,2%,-15%,?,-3%,-2%,-16%
FLuc counter,1%,3%,2%,1%,9.5µM*,1%,6%,.
TRPV1 ag,-3,-3,-4,0,2,0,-3,.
NPC1 prom act,-4%,-5%,-2%,1%,?,0%,-2%,.
Rab9 promoter act,4%,-10%,0%,0%,?,-3%,-3%,.
ELG1 genotoxic,0%,-2%,0%,1%,?,0%,0%,-3%
Tb PFK block,-5%,14%,-3%,3%,-1%,5%,0%,1%
p53 reactivator,-9%,2%,-18%,-2%,?,-1%,0%,-6%

(17) Cc1ccc(NC(=O)NC2CCCCC2)c(C)c1
(18) CCN1C(=O)[C@H]2[C@@H](c3ccc(-c4cccc(Cl)c4)c(OC)c3)N[C@@](CC(C)C)(C(=O)OC)[C@H]2C1=O
(19) COc1ccnc(Oc2ccc3ccccc3c2)c1C#N
(20) O=C1NC(=O)c2cc(NC(=O)C3CCCO3)ccc21 (centres undefined)
(21) CCOC(=O)c1c(NC(=O)COC(=O)c2ccccn2)sc(C(=O)N(C)C)c1C
(22) OCCN1CCN(CC#CCn2c3ccccc3c3ccccc32)CC1
(23) CCCOc1ccc(NC(=O)Cc2ccc(S(=O)(=O)N3CCOCC3)s2)cc1OCCC
(24) Cc1n[nH]c(=S)n1/N=C/c1c(O)ccc2ccccc12
Compound,17,18,19,20,21,22,23,24
BRCA1 expr act,-3%,-57%,58%,6%,2%,-37%,-34%,0%
Gal4-VP16 FLuc,10%,.,1%,-1%,.,-16%,.,?
RORgamma inh,14%,.,-7%,-8%,.,-19%,.,?
ELG1 DNA repair,22%,-13%,?,?,-9%,?,?,2%
FLuc counter,-15%,3%,?,6%,6%,3%,3%,-14%
TRPV1 ag,1,2,-3,-9,10,2,-1,-6
NPC1 prom act,3%,-1%,?,-4%,2%,1%,8%,-9%
Rab9 promoter act,19%,1%,?,1%,-3%,11%,-2%,3%
ELG1 genotoxic,7%,-2%,13%,0%,-1%,11%,-4%,-1%
Tb PFK block,0%,0%,6%,-7%,9%,-2%,11%,19%
p53 reactivator,17%,-2%,4%,5%,10%,1%,-4%,4%

(25) COc1ccc(-c2csc(NC(=O)c3ccccc3NS(=O)(=O)c3ccc(F)c(F)c3)n2)cc1
(26) Cc1cc(C)c(NC(=O)Cn2cnc3c(oc4ccccc43)c2=O)c(C)c1
(27) O=C(NCCNC(=O)c1ccc([N+](=O)[O-])cc1)c1ccncc1
(28) CCCCc1cc(=O)oc2cc(C)cc(OCC(=O)N3CCC(C(=O)O)CC3)c12
(29) C[C@H](CO)N1C[C@H](C)[C@@H](CN(C)S(=O)(=O)c2ccc(F)cc2)Oc2c(NC(=O)Nc3ccccc3)cccc2C1=O
(30) CCCC[C@@H](CN[C@H](C)CNC)NCC1CCC(C(C)(C)C)CC1 (some centres undefined)
(31) C#CCOCCOCCOCCNc1nc(N2CCN(C(=O)[C@H](CCCCN)n3cc([C@@H](N)CO)nn3)CC2)nc(N2CCN(C(=O)[C@H](Cc3cc4ccccc4[nH]3)n3cc([C@@H](N)CO)nn3)CC2)n1
(32) COc1ccc(C(NC(C)=O)c2c(O)ccc3ccccc23)cc1OC (centres undefined)
Compound,25,26,27,28,29,30,31,32
BRCA1 expr act,-27%,8%,4%,-3%,0%,-82%[inhibitor],.,-33%
Gal4-VP16 FLuc,4µM*,-1%,-2%,-2%,.,-24%,-15%,-8%
RORgamma inh,5.6µM*,-11%,-5%,10%,.,11µM*,-2%,?
ELG1 DNA repair,?,7%,5%,20%,-18%,?,8%,20%
FLuc counter,?,6%&5%,-4%,1%,.,-1%,-1%,1%
TRPV1 ag,3,0,-1,1,.,3,-2,4
NPC1 prom act,-32%[inhibitor],-7%,-1%,0%,.,-13%,-3%,1%
Rab9 promoter act,-48%[inhibitor],-4%,-3%,-1%,.,-7%,0%,13%
ELG1 genotoxic,-6%,1%,6%,-2%,-6%,-15%,3%,-1%
Tb PFK block,0%,2%,-6%,-3%,3%,2%,3%,-3%
p53 reactivator,1%,-2%,2%,0%,-4%,.,5%,-16%

(33) CNC(=O)COC(=O)c1[nH]c(C)c(C(C)=O)c1C
(34) CC(NC(=O)COC(=O)/C=C/c1ccc2c(c1)OCO2)c1ccccc1 (centres undefined)
(35) O=C(Nc1ccc([N+](=O)[O-])cn1)c1ccc2c(c1)OCO2
(36) CC(=O)Nc1ccc(NS(=O)(=O)c2cccc3ccccc23)cc1
Compound,33,34,35,36
BRCA1 expr act,-26%,-9%,?,-44%
Gal4-VP16 FLuc,23%,.,?,-3%
RORgamma inh,4%,.,?,10%
ELG1 DNA repair,?,1%,?,-11%
FLuc counter,1%,0%,-6%,-2%
TRPV1 ag,29,1,?,1
NPC1 prom act,-2%,-1%,?,5%
Rab9 promoter act,1%,0%,1.6µM*,-1%
ELG1 genotoxic,1%,4%,14%,0%
Tb PFK block,-3%,-10%,-5%,0%
p53 reactivator,4%,-4%,6%,0%
